# Rab9 promoter act = activates the Rab9 promoter; Huh7 Rab9 promoter-luciferase reporter, luminescence, 24 h; Potency, µM (top dose mostly 9.22 µM), without a hit: at the top dose activation, negative = inhibition, hits mostly activators; 2.8% of 320,000 active; note: potency is the fitted concentration of half-maximal effect; % of control where 0% means no effect; nearly all actives have a fitted effect of over 60% in size
#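 Rab9 promoter-driven luciferase in stably transfected Huh7 cells; 1500 cells/well rested 2 h, exposed to compound in DMSO for 24 h at 37 °C, 5% CO2. Luminescence read 10 min after adding luciferase reagent at ambient temperature.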
# ELG1 repair inh = blocks ELG1-dependent DNA repair in HEK293T cells | AID 504467 | 2.3% of 330,000 active | HEK293T ELG1-luciferase reporter, luminescence, 16 h; DNA damage induced by 5-fluorouridine | Potency, µM (top dose mostly 46.1 µM), for inactives: at the top dose activity change, negative = inhibition, usual class: inhibitors; note: potency is the fitted concentration of half-maximal effect; % is set by controls: 0 for no effect and ±100 for the full control effect; nearly all actives have a fitted effect of over 55% in size
#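 DMSO vehicle served as the neutral condition. Each well held 2,000 cells given 5-fluorouridine plus compound; after 16 hr at 37 °C/5% CO2, ONE-Glo was added and luciferase measured 30 min later.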
# BRCA1 expr act = activators of BRCA1 expression; MCF7-BRCA1-FFLuc reporter, luminescence, 48 h; response scale: scaled: vehicle 0%, 10 µM genistein 100%; Potency, µM (series often up to 46.1 µM), for inactives: at the highest dose activation, actives largely listed as activators; 1.1% of 380,000 active; AID 624202; note: potency is the fitted concentration of half-maximal effect; nearly all actives have a fitted effect of over 80% in size; some results filed as inactive show a strong effect at the top dose
#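 Luminescence from a BRCA1-driven firefly luciferase in MCF7 cells was read after 48 h compound exposure at 37 C. Data normalized against DMSO and a 10microM genistein activation control, then curve-fitted across the titration.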
# TRPV1 ag = agonists of human vanilloid receptor 1 (TRPV1); TRPV1-expressing cells, Fluo-8 calcium influx, agonist mode; 0.19% of 320,000 active; activation, % at 8.33 µM; Q8NER1; AID 540275; in the data active = activation above about 80%; inconclusive = between about 30% and that limit; note: 0% is about no effect
#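 Fluo-8 calcium influx in TRPV1-expressing cells, kinetic read (ex 480/em 520 nm). Compound added and read 3 min for agonist activity, followed by capsaicin at EC20 final and 2 min further read for enhancement.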
# ELG1 genotoxic = inducers of genotoxicity in HEK293T ELG1-luciferase cells; 1.3% of 330,000 active; AID 504466; Potency, µM (series often up to 46 µM), inactives show top-dose activity change, positive = activation, usual class: activators; HEK293T ELG1-luciferase reporter, luminescence, 16 h; note: potency is the fitted concentration of half-maximal effect; % of control where 0% means no effect; nearly all actives have a fitted effect of over 60% in size
#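 Luminescence read-out: rising ELG1-luciferase signal, reflecting elevated ELG1 protein under genetic stress, flags genotoxic compounds. Cells were treated for 16 hr at 37 °C before ONE-Glo detection.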
# RORgamma inh = ROR gamma (mouse) transcription inhibition | P51450 | AID 2551 | 5.4% of 310,000 active | Drosophila S2 Gal4-RORgamma UAS-luciferase reporter, 20 h | Potency, µM (highest dose often 53.6 µM), for the others: top-dose activity change, negative = inhibition, hits mostly inhibitors; note: potency is the fitted concentration of half-maximal effect; % is set by controls: 0 for no effect and ±100 for the full control effect; nearly all actives have a fitted effect of over 60% in size
# Target sequence (P51450 whole entry, looked up, the tested form may be a part): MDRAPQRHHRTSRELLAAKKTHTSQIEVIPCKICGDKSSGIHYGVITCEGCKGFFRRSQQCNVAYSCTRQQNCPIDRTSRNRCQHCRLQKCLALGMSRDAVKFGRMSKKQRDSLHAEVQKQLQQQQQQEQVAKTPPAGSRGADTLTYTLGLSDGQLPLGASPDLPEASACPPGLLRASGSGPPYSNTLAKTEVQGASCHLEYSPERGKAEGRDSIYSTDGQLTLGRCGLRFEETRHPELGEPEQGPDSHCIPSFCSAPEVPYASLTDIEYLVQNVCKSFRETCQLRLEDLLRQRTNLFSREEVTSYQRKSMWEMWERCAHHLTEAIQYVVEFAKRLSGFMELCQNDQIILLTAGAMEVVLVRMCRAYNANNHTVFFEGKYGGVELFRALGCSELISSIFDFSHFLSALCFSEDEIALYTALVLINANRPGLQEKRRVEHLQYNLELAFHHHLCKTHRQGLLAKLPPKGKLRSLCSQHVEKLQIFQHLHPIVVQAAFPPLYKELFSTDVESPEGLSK
#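 Read-out: Photinus luciferase luminescence; inhibitors lower reporter signal. Insect Schneider cells with Gal4-ROR gamma fusion under metallothionein promoter, UAS reporter; 700 uM final copper sulfate induction, 20 hr, ambient temperature.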
# Tb PFK block = T. brucei PFK enzyme inhibition; Potency, µM (series often up to 57.5 µM), for inactives: at the top dose activity, negative = inhibition, actives largely listed as inhibitors; AID 485367; T. brucei PFK, ADP-Glo luminescence; 0.17% of 330,000 active; O15648;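 note: potency is the fitted concentration of half-maximal effect; 0% = uninhibited 1x PFK enzyme wells and -100% = no-enzyme wells; nearly all actives have a fitted effect of over 60% in size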
#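 Compounds were pin-transferred as a titration series up to 57 uM into substrate buffer (0.5 mM F6P, 0.1 mM ATP, pH 8.0), then 1.25 nM PFK was added and reactions ran 45 min before ADP-Glo detection.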
# NPC1 promoter act = NPC1 promoter activation; 2.4% of 320,000 active; Huh7 NPC1 promoter luciferase reporter, 24 h; Potency, µM (titrated, usually from 9.22 µM), for inactives: at the top dose activation, usual class: activators;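 note: potency is the fitted concentration of half-maximal effect; % of control where 0% means no effect; nearly all actives have a fitted effect of over 60% in size; reporter is driven by a mutant NPC1 promoter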
#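 Readout is luciferase luminescence, reflecting NPC1 promoter activation in stably transfected Huh7 cells after 24 h compound exposure at 37 °C in reduced-serum medium with 10% FBS.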
# FLuc modulator = firefly luciferase modulation, counter-screen for miR-21 project; P08659; 6.9% of 360,000 active; Potency, µM (series often up to 57.5 µM), inactives show at the top dose activity change, negative = inhibition, hits mostly inhibitors; AID 588342; purified FLuc, Km substrates, luminescence inhibition;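 note: potency is the fitted concentration of half-maximal effect; plate controls were vehicle for no effect and reference inhibitor for full effect; nearly all actives have a fitted effect of over 55% in size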
# Target sequence (P08659 whole entry, looked up): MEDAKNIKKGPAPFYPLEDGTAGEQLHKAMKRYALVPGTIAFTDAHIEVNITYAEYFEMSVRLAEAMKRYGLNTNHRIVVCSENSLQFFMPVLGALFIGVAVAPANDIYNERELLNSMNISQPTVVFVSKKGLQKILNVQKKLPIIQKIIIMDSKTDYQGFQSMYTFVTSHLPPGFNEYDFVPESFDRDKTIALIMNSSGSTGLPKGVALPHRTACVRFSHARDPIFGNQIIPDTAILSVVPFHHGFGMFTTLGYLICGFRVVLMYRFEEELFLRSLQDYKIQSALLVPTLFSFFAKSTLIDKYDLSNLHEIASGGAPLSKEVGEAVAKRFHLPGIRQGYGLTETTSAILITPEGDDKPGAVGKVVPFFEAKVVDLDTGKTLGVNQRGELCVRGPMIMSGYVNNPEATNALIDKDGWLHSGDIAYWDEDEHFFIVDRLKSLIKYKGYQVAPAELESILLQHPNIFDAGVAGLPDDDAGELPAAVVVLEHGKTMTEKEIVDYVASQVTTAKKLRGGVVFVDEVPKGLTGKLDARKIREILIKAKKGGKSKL
#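 Purified P. pyralis luciferase (10nM final) with 10uM D-luciferin and 10uM ATP (Km levels) in 50mM Tris acetate pH 7.5, 10mM Mg acetate, 0.01% Tween-20, 0.05% BSA; qHTS 6-point titration, ~60 µM downward; luminescence read.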
# Gal4-VP16 FLuc = counter-screen for ROR gamma inhibitors: Gal4-VP16 reporter. 3.5% of 310,000 active. AID 2546. Potency, µM (doses to about 53.6 µM), inactives show at the highest dose activity, negative = inhibition, hits mostly inhibitors. Drosophila S2 Gal4-VP16 UAS-luciferase, luminescence, 20 h;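 note: Gal4-VP16 expression switched on by copper sulfate through the metallothionein promoter; potency is the fitted concentration of half-maximal effect; % is set by controls: 0 for no effect and ±100 for the full control effect; nearly all actives have a fitted effect of over 50% in size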
# p53 reactivator = re-activators of mutant p53; H1299 p53-A138V BP100-luciferase reporter, luminescence, 24 h; Potency, µM (series often up to 92.2 µM), for the others: top-dose activity change, positive = activation, most hits filed as activators; 0.063% of 320,000 active; AID 504706; note: potency is the fitted concentration of half-maximal effect; % of control where 0% means no effect; nearly all actives have a fitted effect of over 45% in size
#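 p53-null H1299 cells stably carrying temperature-sensitive p53-A138V and a BP100-luciferase reporter were pinned with compounds (4-point, 1:5 series) and held 24 hrs at 37 deg C. Luminescence was read 10 min after detection reagent.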
# * hit, by the source's call; ? = inconclusive; . = not tested or not shown; & = joins results of further samples; [ ] = remark or other dose. Unless noted, calls come from the whole dose curve; as a rule, active = well fitted curve in the direction sought with a large enough effect; inconclusive = small, poorly fitted or top-dose-only effect, or another doubt; inactive = no such curve, though single readings can be large; an effect the other way counts as inactive or inconclusive.
SMILES	Rab9 promoter act	ELG1 repair inh	BRCA1 expr act	TRPV1 ag	ELG1 genotoxic	RORgamma inh	Tb PFK block	NPC1 promoter act	FLuc modulator	Gal4-VP16 FLuc	p53 reactivator
COc1ccccc1-n1c(N)c(C(=O)NCC2CCCO2)c2nc3ccccc3nc21 (stereo not given)	-3%	?	-13%	?	-9%	-36%	-2%	-4%	2%	2%	-3%
Cc1ccc(-c2cc(C(=O)OCC(=O)N(C)c3c(N)n(Cc4ccccc4)c(=O)[nH]c3=O)c3ccccc3n2)o1	19%	?	50%	-4	?	.	-15%	8%	2.4µM*	.	-5%
COc1ccc(C(C(=O)NC2CCCCC2)N(CC2CCCO2)C(=O)CNC(=O)c2ccco2)cc1 (stereo not given)	5%	-2%	-7%	-3	-2%	5%	-2%	-2%	5%	-2%	5%
CC(=O)Oc1ccc(C(=O)Nc2cccc(C(=O)Nc3ccccc3C(=O)O)c2)cc1	2%	3%	-3%	-1	-6%	-1%	1%	-3%	11µM*	1%	6%
CCOc1ccc(N(C)Cc2cc(=O)oc3ccc(OCC)cc23)cc1	-2%	-3%	-25%	10	-5%	10%	0%	1%	0%	2%	-3%
COc1ccc(CCN2CC(C(=O)NCCc3ccc(C)cc3)CC2=O)cc1OC (stereo not given)	-4%	-1%	79%	1	-12%	2%	-23%	1%	-6%&-2%	-5%	-4%
CC(C)(C)NC(=O)c1cc2c(ccc3ccccc32)oc1=O	-3%	?	3%	7	?	-10%	-1%	16%	?	-14%	21%
COc1ccc(C2(c3ccc(OC)cc3)NC(=O)N(CC(=O)Nc3cc(C)ccc3OC)C2=O)cc1	2%	-3%	-23%	-2	-3%	5%	4%	1%	-11%	12%	0%
CC(Sc1nc(N2CCOCC2)c2c(c1C#N)CC(C)(C)OC2)C(=O)O (stereo not given)	-8%	-1%	-1%	-3	-2%	-10%	5%	1%	-1%	1%	2%
CC(Sc1nnnn1C)C(=O)NC(=O)NC1CCCCC1 (stereo not given)	-4%	0%	17%	19	2%	-14%	-1%	0%	-1%	-2%	0%
O=[N+]([O-])c1cccc(-n2cccc2/C=N/Nc2nc(N3CCCCC3)nc(N3CCCCC3)n2)c1	9%	-10%	-9%	-1	-9%	-21%	-4%	-2%	-5%	-7%	1%
CCCCNc1cc(=O)oc2ccccc12	-5%	-12%	-48%	2	-6%	28%	0%	0%	1%	2%	2%
CC(C)C(=O)NNC(=O)CSc1nc(C2CCCCC2)nc2ccccc12	0%	0%	-3%	1	8%	-28%	4%	-1%	2%	-2%	14%
CN1C2=CC=CC=CC2=[N+](C)C12C=CC(=[N+]([O-])[O-])C=C2[N+](=O)[O-] (stereo not given)	3%	-13%	-24%	-2	-7%	?	-8%	-4%	?	1%	-3%
O=C(CN1CCN(Cc2ccccc2)CC1)Nc1ccc(Br)cc1	-2%	-1%	-10%	4	2%	3%	-5%	-2%	0%	-2%	8%
CCC1CCCCN1CCCNC(=O)c1ccc2c(c1)N(Cc1c(F)cccc1Cl)C(=O)CS2 (stereo not given)	-4%	3%	1%	1	-5%	-1%	-2%	1%	0%	-5%	-7%
CC(=O)NNc1nc2ccccc2s1	4%	1%	3%	.	-1%	-20%	-4%	1%	3%	11%	5%
CC(=O)NC(CC(=O)Nc1ccc2c(c1)OCCO2)c1ccccc1 (stereo not given)	4%	?	-7%	1	21%	20%	0%	-9%	?	-5%	22%
COc1ccc(NC(=O)c2cc(-c3ccccc3Cl)on2)cc1	?	?	48%	13	21%	?	2%	?	8.5µM*	-8%	2%
CCC(=O)c1ccc(OC(=O)c2cnccn2)cc1	1%	3%	-14%	-4	2%	34%	-1%	1%	-9%	-6%	0%
N/C(=N\OC(=O)N1CCOCC1)c1ccc(Cl)cc1	?	-7%	2%	3	6%	-38%	-21%	21%	?	?	?
Cc1ccc(N2CCN(S(=O)(=O)c3cccs3)CC2C)cc1 (stereo not given)	-3%	-23%	-36%	-4	-3%	65%	-2%	5%	-1%	-2%	-13%
Cc1ccc(N=Nc2c(N)nn3c(N)c(C#N)c(C)nc23)cc1	-23%	0%	-57%	0	-4%	24%	2%	-8%	-2%	21%	11%
CCN(CC)C(=O)CC(c1ccc(N(C)C)cc1)c1c(OC)cc(OC)c2ccc(=O)oc12 (stereo not given)	-5%	1%	7%	-2	-3%	-21%&-24%	1%	-5%	0%	24%&5%	-3%
Clc1ccc(-c2nc3ncccn3c2Nc2ccc3c(c2)OCO3)cc1	-4%	-7%	-20%	.	-1%	-21%	0%	-5%	7%	-13%	1%
CN(C)S(=O)(=O)c1ccc(/C(O)=C2/C(=O)C(=O)N(Cc3cccnc3)C2c2ccco2)cc1 (stereo not given)	3%	0%	-9%	3	1%	-11%	1%	-4%	2%	0%	-6%
Cc1ccc(S(=O)(=O)Nc2cccnc2)cc1C	5%	-3%	-7%	0	-4%	-30%	-1%	-2%	1%	-8%	?
CC1=C(OC(=O)c2ccc(Br)cc2)C(C)(C)C(c2ccccc2)OC1=O (stereo not given)	1%	-1%	-37%	0	0%	11%	-7%	6%	0%	-5%	0%
CSc1ccccc1NC(=O)COC(=O)Cc1cccs1	-4%	-12%	-16%	-1	0%	-5%	-2%	2%	0%	-15%	16%
CC1CCN(S(=O)(=O)c2ccc3c(c2)CCC(=O)N3CC(=O)Nc2cccc(C#N)c2)CC1	-5%	.	.	-4	.	.	9.5µM*	8%	-2%	.	.
COC(=O)c1ccc(C(=O)Nc2ccc(C(C)C)cc2N)cc1	?	?	11µM*	5	0%	35%	1%	?	-11%	5%	15%
COc1ccc(N(CC(=O)N2CCN(c3cccc(C)c3)C(C)C2)S(=O)(=O)c2c(C)n[nH]c2C)cc1 (stereo not given)	-10%	?	14%	-5	-1%	16%	-4%	-2%	-1%	-7%	-4%
COc1cccc(C2C3(C#N)C(N)=NC(OC)(OC)C23C#N)c1 (stereo not given)	-8%	-9%	-12%	0	1%	-6%	-3%	-6%	-3%	-7%	0%
COc1ccc2oc(C(=O)OCC(=O)N3CCN(C(C)=O)CC3)c(C)c2c1	0%	3%	16%	-1	5%	.	-7%	0%	1%	.	-10%
CS(=O)c1ccc(-n2c(=O)n(Cc3ccccc3)c(=O)c3[nH]cnc32)cc1 (stereo not given)	0%	1%	1%	-1	0%	-3%	5%	-4%	2%	-2%	-4%
CC(OC(=O)C1=COCCO1)C(=O)Nc1cc(S(=O)(=O)N2CCCCC2)ccc1Cl (stereo not given)	0%	-6%	-15%	-1	0%	16%	5%	-2%	1%	-1%	-3%
CCOC(=O)c1nnc(-c2ccccc2)nc1NCc1ccc(Cl)cc1	-2%	?	4%	?	-2%	18%	-1%	-2%	-1%	11%	-6%
Cc1ccc(NC(=O)C(c2ccc(Cl)cc2)N2CCCCC2)cc1 (stereo not given)	-1%	14%	4%	18	0%	-8%	0%	-1%	1%	2%	-1%
CCOC(=O)c1cc(-c2ccccc2C)nn1Cc1cc(C)no1	?	?	72%	6	14%	.	-13%	23%	?	.	16%
O=C(CCCn1c(=O)[nH]c2ccsc2c1=O)N1CCCCC1	-1%	11%	5%	-1	-1%	-5%	0%	-4%	-1%	-8%	-6%
COc1cccc(C(=O)NCCN2CCN(c3ccc(Cl)cc3)CC2)c1	-16%[46.1 µM]	-20%	5%	20	3%	.	-1%	-4%[46.1 µM]	0%	.	-7%
CCCCC(=O)Nc1ccccc1N1CCOCC1	9%	1%	-11%	0	-5%	-40%	0%	1%	-2%	-12%	1%
Clc1ccc(CN2C3=NCCCN3c3ccccc32)cc1Cl	-10%	-9%	-30%	-1	-9%	-12%	13µM*	-9%	0%	3%	-2%
CCOc1ccccc1CN1CCN(Cc2ccc3cccc(OC)c3n2)CC1CCO (stereo not given)	-1%	-5%	-24%	-2	-16%	-1%	1%	-4%	2%	-8%	-33%[inhibitor]
COc1ccc(C(=O)NCC(=O)NCc2cc(=O)n(C)c(=O)n2C)cc1	0%	23%	-14%	-3	5%	-8%	-3%	-1%	4%	2%	7%

# High-throughput results: PubChem BioAssay, National Center for Advancing Translational Sciences (NCATS)
